# Source: PubChem
# D2 potentiator = HTS Assay for Positive Allosteric Modulators of the Human D2 Dopamine Receptor: Primary Screen for Potentiators; D(2) dopamine receptor (Homo sapiens), P14416; AID 485347, 2010; potentiation, % at 10 µM; 340,000 tested, 0.34% active; HEK293 T-REx D2, calcium flux, EC20 dopamine potentiation;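 active = potentiation over 3 SD above the plate norm, cut at about 30% in these data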; note: 0% is about no effect
# Target sequence (P14416 whole entry, looked up): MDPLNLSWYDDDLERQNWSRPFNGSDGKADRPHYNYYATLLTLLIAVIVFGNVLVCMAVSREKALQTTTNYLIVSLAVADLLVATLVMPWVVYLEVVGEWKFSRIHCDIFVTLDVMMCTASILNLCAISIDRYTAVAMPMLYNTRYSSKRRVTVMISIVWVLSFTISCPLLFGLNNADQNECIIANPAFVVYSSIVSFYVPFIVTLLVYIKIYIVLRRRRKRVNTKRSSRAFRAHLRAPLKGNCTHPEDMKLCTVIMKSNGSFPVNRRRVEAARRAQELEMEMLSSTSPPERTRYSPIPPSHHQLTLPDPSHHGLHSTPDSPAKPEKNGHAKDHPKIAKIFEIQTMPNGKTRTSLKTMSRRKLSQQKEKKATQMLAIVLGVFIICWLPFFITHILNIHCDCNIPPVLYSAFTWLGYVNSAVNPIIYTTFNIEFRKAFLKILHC
#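 Using a no-wash calcium dye in inducible, force-coupled HEK293 Trex cells expressing D2, we tracked fluorescence each second for 180 s after compound, then for 180 s after EC20 dopamine to detect augmented signalling.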
# D1 antag = Antagonist of Human D 1 Dopamine Receptor: qHTS | activity change, negative = inhibition, % at 10 µM | D(1A) dopamine receptor (Homo sapiens), P21728 | 360,000 tested, 3.2% active | HEK293 TREx D1 cells, calcium flux, dopamine EC80; stronger effect = lower value; in the data active = activity change below about -30%; note: % is set by controls: 0 for no effect and ±100 for the full control effect
# Target sequence (P21728 whole entry, looked up): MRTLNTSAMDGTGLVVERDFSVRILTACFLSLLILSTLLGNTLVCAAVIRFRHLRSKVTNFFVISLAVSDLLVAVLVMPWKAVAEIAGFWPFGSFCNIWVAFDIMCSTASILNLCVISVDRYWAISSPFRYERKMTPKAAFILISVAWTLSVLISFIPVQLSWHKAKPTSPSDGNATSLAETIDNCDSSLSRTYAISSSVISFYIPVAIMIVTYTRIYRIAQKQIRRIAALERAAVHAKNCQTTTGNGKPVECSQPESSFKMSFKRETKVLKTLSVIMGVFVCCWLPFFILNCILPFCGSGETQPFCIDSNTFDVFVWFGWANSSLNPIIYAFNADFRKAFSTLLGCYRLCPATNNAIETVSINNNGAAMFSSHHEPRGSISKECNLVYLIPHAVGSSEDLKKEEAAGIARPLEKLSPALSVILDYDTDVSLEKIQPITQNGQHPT
#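 Compound effects on dopamine-evoked calcium signalling were measured in tetracycline-induced HEK293 Trex D1 cells. Dopamine at EC80 followed a 180 s compound pre-read, and fluorescence was tracked kinetically for 180 s more.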
# D1 agonist = Allosteric Agonists of the Human D1 Dopamine Receptor: qHTS | D(1A) dopamine receptor (Homo sapiens), P21728 | HEK293 T-REx D1 cells, calcium flux, agonist mode | activation, % at 2 µM | 360,000 tested, 1% active | AID 504660, 2011; in the data active = activation above about 30%; note: 0% is about no effect
#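 Agonism was scored from calcium flux recorded over 180 s (1 read/s) after pintool compound addition, following a 10-cycle baseline. Cells were inducible force-coupled HEK293 TREx D1, plated overnight at 30 C and loaded with no-wash calcium dye.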
# TRHR agonist = qHTS for Small Molecule Agonists and Allosteric Enhancers of Human TRH Receptor: Primary Screen for Agonists; 360,000 tested, 0.18% active; activation, % at 2 µM; Thyrotropin-releasing hormone receptor (Homo sapiens), P34981; TRHR cells, calcium flux fluo-8, FDSS agonist mode; AID 493084, 2011; in the data active = activation above about 30%; note: 0% is about no effect
#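 Fluo-8-loaded TRHR cells; 10 s baseline, compound added, kinetic Ca2+ fluorescence read 1/s, agonist mode.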
# Apoferritin bind = qHTS Assay for Identification of Novel General Anesthetics; 350,000 tested, 0.074% active; apoferritin/1-aminoanthracene competitive binding, fluorescence; Ferritin light chain (Equus caballus), P02791; AID 485281, 2010; Potency, µM (highest dose often 77.5 µM), for inactives: at the highest dose activity change, negative = displacement, hits mostly inhibitors; note: potency is the fitted concentration of half-maximal effect; % is set by controls: 0 for no effect and ±100 for the full control effect; nearly all actives have a fitted effect of over 20% in size
# Target sequence (P02791 2-175 limits assumed): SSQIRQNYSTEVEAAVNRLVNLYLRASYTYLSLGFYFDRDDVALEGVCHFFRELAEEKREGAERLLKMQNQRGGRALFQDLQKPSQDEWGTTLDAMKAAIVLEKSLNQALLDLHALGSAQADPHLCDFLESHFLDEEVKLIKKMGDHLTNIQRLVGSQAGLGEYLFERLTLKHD
#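 Read-out: endpoint 1-AMA fluorescence, excitation 380 nm and emission 535 nm, after compounds sit 10 min at room temperature with 10 uM horse-spleen apoferritin in 50% saturated 1-AMA/PBS. Values come from four-parameter Hill fits.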
# D1 PAM = Potentiators of Human D1 Dopamine Receptor: qHTS. D(1A) dopamine receptor (Homo sapiens), P21728. HEK293 TREx D1 cells, calcium flux, dopamine EC20 potentiation. potentiation, % at 10 µM. 360,000 tested, 0.036% active; in the data active = potentiation above about 30%; note: 0% is about no effect
# RXFP1 antag = qHTS Assay for Antagonists of the Relaxin Receptor RXFP1; AID 1259400, 2018; Relaxin receptor 1 (Homo sapiens), Q9HBX9; 350,000 tested, 0.59% active; HEK293-RXFP1, relaxin-stimulated cAMP HTRF, 30 min; stronger effect = lower value; activity change, negative = inhibition, % at 57.5 µM;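 active = activity change of -60% or lower, but not beyond a set lower limit; inconclusive = change between -60% and -40%, or beyond the set limit; inactive = change above -40%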; note: % is set by controls: 0 for no effect and ±100 for the full control effect
# TRHR PAM = qHTS for Small Molecule Agonists and Allosteric Enhancers of Human TRH Receptor: Primary Screen for Enhancers. TRHR cells, fluo-8 calcium fluorescence, EC20 TRH enhancement. enhancement, % at 2 µM. 360,000 tested, 0.66% active. AID 493056, 2011; in the data active = enhancement above about 30%; note: 0% is about no effect
#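 TRHR-expressing cells loaded with fluo-8 calcium dye were read kinetically (ex 480/em 530) during compound addition, then stimulated with an EC20 of TRH (10 nM final). Enhancement of the Gq-mediated intracellular calcium response was scored.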
# RXFP1 agonist = qHTS Assay for Agonists of the Relaxin Receptor RXFP1 | Relaxin receptor 1 (Homo sapiens), Q9HBX9 | HEK293T-RXFP1 cAMP TR-FRET, 30 min; response scale: percent of porcine relaxin response, buffer zero | Potency, µM (highest dose often 57.5 µM), for inactives: at the top dose activation, hits mostly activators | 370,000 tested, 0.3% active; note: potency is the fitted concentration of half-maximal effect; % is set by controls: 0 for no effect and ±100 for the full control effect; nearly all actives have a fitted effect of over 60% in size; many of its hits are not listed in these tables
#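 HEK293 cells stably expressing RXFP1, treated 30 min at 37C with compounds plus PDE4 inhibitor Ro 20174; cAMP measured by HTRF TR-FRET. Normalized to buffer and 29 nM porcine relaxin; EC50 by Hill fit.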
# * = called active by the depositor; ? = inconclusive; / = no result given; & = joins results of further samples; [ ] = remark or other dose. Unless noted, calls come from the whole dose curve; as a rule, active = well fitted curve in the direction sought with a large enough effect; inconclusive = small, poorly fitted or top-dose-only effect, or another doubt; inactive = no such curve, though single readings can be large; an effect the other way counts as inactive or inconclusive. The list is partial. The share of hits here may be higher or lower than overall.
SMILES,D2 potentiator,D1 antag,D1 agonist,TRHR agonist,Apoferritin bind,D1 PAM,RXFP1 antag,TRHR PAM,RXFP1 agonist
CCN(CC)P(=O)(c1n(CC)cc[n+]1CC)N(CC)CC,31.5*,-3.9,-2.3,0.5,1.3%,-2.5,-13.6,-1.0,-0.1%
CC(C)CCNC(=O)c1cc(C(=O)c2cc(F)ccc2O)cn(CCC(C)C)c1=O,-4.3,22.7,10.1,2.3,-10.3%,2.5,-13.4,1.0,3.5%
CC(=NCc1cccnc1)c1c(O)n(Cc2ccccc2)c(=O)[nH]c1=O,-1.6,-12.3,1.7,0.6,1.2%,-0.6,1.1,-1.2,-0.3%
CC(C)n1c(O)c(C2c3cc(Cl)ccc3Oc3[nH]c(=O)n(C(C)C)c(=O)c32)c(=O)[nH]c1=O (stereo unspecified),5.9,0.5,2.8,1.0,-3.1%,1.2,-83.9*,1.0,0.5%
COc1ccc(O)c(CN2CCCC(C(=O)c3ccccc3SC)C2)c1 (stereo unspecified),-19.2,-11.8,3.7,-2.3,-19.2%,-7.2,-1.6,13.9,-0.9%
COc1cccc(OC)c1C(=O)Nc1nc(N)n(-c2ccccc2)n1,6.1,-10.8,2.8,0.2,-5.8%,-5.7,-2.7,9.5,-0.7%
COC(=O)C1=C(c2ccc(Cl)c(C(F)(F)F)c2)C[C@@H]2CC[C@H]1N2C(=O)NCCO,-6.2,-3.1,-1.3,-0.4,/,-1.0,/,-19.0,0.7%
Cc1ccc(C(=O)C2CN3CCC2CC3)cc1 (stereo unspecified),9.3,8.5,3.6,-2.1,9.6%,-3.9,-38.0,3.5,-0.8%
COc1ccccc1C1Nc2ccccc2-n2c(-c3ccccc3)c3c(=O)n(C)c(=O)n(C)c3c21 (stereo unspecified),-0.9,-15.0,1.3,-0.1,52.0%[activator],-3.2,9.3,-2.9,2.2%
Cc1ccc2c(c1)CC1(CN2C)C(=O)NC(=O)N(C(C)C)C1=O (stereo unspecified),-1.1,-1.8,2.4,0.5,-4.5%,1.8,-14.4,-2.4,0.5%
N#Cc1c(/N=C/c2ccc(O)cc2O)sc2c1C1CCN2CC1,5.3,-21.9,34.3*,11.0,7.4%,-3.5,11.4,8.9,1.9%
CC/C(=N\Nc1ccccc1)c1c(O)n(-c2ccccc2)c(=O)[nH]c1=O,10.7,29.9,1.4,-0.1,-9.7%,-4.9,-20.1,5.3,-0.2%
Cc1c(O)ccc(C(=O)CN2CC(C)OC(C)C2)c1O (stereo unspecified),3.8,-39.7*,2.2,0.3,-7.4%,-3.9,7.5,-8.5,0.3%
COc1ccc2c3c1OC1C(O)C=CC4C(C2)[N+](C)(C)CCC341 (stereo unspecified),2.8,14.1,4.8,0.9,-1.5%,-3.5,18.0,1.6,1.8%
CN(C)CCN=Cc1c(O)n(-c2cccc3ccccc23)c(=O)[nH]c1=O,/,7.1,2.5,2.3,2.2%,-1.6,0.1,5.1,0.0%
COc1nc(NC(C)C)nc(NC(C)C)n1,9.1,4.8,0.8,0.9,-2.2%&-15.8%,-3.6,4.9,10.0,-0.3%
O=C(COc1ccc(Cl)cc1)N1CCN(Cc2ccc([N+](=O)[O-])cc2)CC1,-1.4,-18.8,5.5,-0.7,-20.7%,-6.3,1.6,-0.4,2.5%
COc1ccc(NC(=O)CCc2nc(C3=CCN(Cc4cccc(C)c4)CC3)no2)c(OC)c1,-15.6,-15.2,2.8,-0.5,4.0%,2.2,/,-0.5,-0.2%
O=C(c1cccc(C(F)(F)F)c1)N1C[C@H]2C[C@@H](C1)c1cccc(=O)n1C2,-8.7,14.2,2.0,0.2,-4.6%,1.8,-2.0,4.6,-1.7%
CN(C)C(Cc1ccc(C#N)cc1)C(=O)c1ccccc1 (stereo unspecified),-4.1,6.0,4.0,0.1,-8.6%,-4.6,-3.7,-2.3,-0.7%
CCOC(=O)C1(CCc2ccccc2)CCN(Cc2ccco2)CC1,7.5,-7.7,4.0,-0.7,-7.5%,-7.8,-36.5,-10.5,-5.2%
BrCC(Br)(Br)Br,4.4,/,0.0,-0.4,/,-4.0,/,-3.1,0.8%
COc1ccc(CCNCc2ccc(OC)c(OC)c2OC)cc1,-8.3,8.9,6.7,0.9,-7.6%,-5.5,-10.1,12.0,2.6%
Cc1cccc(CN2C(=O)CN=C(c3ccccc3Cl)c3cc(Cl)ccc32)c1,-9.7,-0.4,1.4,0.0,-8.3%,-4.3,-17.0,-0.4,-1.7%
COc1ccccc1NC(=O)c1cn(CCC#N)nc1-c1ccc(F)cc1,-2.4,-11.3,0.6,-1.1,-6.4%,-2.5,-11.4,-3.8,-0.3%

# The closing 3 records of the part before come first, to join the parts:
SMILES,D2 potentiator,D1 antag,D1 agonist,TRHR agonist,Apoferritin bind,D1 PAM,RXFP1 antag,TRHR PAM,RXFP1 agonist
COc1ccc(CCNCc2ccc(OC)c(OC)c2OC)cc1,-8.3,8.9,6.7,0.9,-7.6%,-5.5,-10.1,12.0,2.6%
Cc1cccc(CN2C(=O)CN=C(c3ccccc3Cl)c3cc(Cl)ccc32)c1,-9.7,-0.4,1.4,0.0,-8.3%,-4.3,-17.0,-0.4,-1.7%
COc1ccccc1NC(=O)c1cn(CCC#N)nc1-c1ccc(F)cc1,-2.4,-11.3,0.6,-1.1,-6.4%,-2.5,-11.4,-3.8,-0.3%
Cc1ccc(Cn2cccc(C(=O)Nc3cc(C)on3)c2=O)cc1,18.7,/,6.7,0.1,55.9%[activator],-3.0,/,-3.0,?
N#CCCn1cc(C(=O)NCc2ccccc2)c(-c2ccc3c(c2)OCCO3)n1,-5.1,3.1,-0.6,0.0,-7.5%,-4.8,-13.2,-3.7,-0.5%
Cc1ccc(C)c(NC(=O)CCNC(=O)N2C[C@H]3C[C@@H](C2)c2cccc(=O)n2C3)c1,-13.9,17.8,2.4,-0.6,-5.3%,-1.3,/,-7.9,1.2%
c1ccc(C2NCc3ccccc3-n3cccc32)cc1 (stereo unspecified),-10.3,2.6,1.2,0.2,-7.4%,-8.3,/,5.3,1.4%
NC(=O)CSc1nnc([C@@H](N)Cc2c[nH]c3ccccc23)o1,0.9,-44.2*,5.6,-0.1,-14.9%,-5.5,17.5,-4.9,0.8%
CCCC(=O)c1c(O)[nH]c(=O)[nH]c1=O,3.9,5.1,1.1,0.4,-7.0%,-3.5,0.7,2.7,-1.1%
O=S(=O)(c1ccc(F)cc1)N1CN2CCN(C2)C1,21.7,18.5,-1.2,0.0,2.2%,0.6,3.6,-0.4,0.3%
CC(C)(C)n1cc(C(=O)c2ccc3ccccc3c2O)cn1,13.7,4.0,2.2,0.0,-8.4%,6.2,6.1,-0.6,2.3%
CCOC(=O)c1ccc(N2C(=O)CC(N3CC=C(c4ccc(F)cc4)CC3)C2=O)cc1 (stereo unspecified),1.0,0.5,4.5,0.0,-9.3%,-2.6,12.3,10.2,0.0%
COC(=O)C1=C(c2cccc(OCc3ccccc3)c2)C[C@@H]2CC[C@H]1N2C(=O)NCc1ccccc1C(F)(F)F,1.8,-1.4,3.6,1.0,/,-3.3,/,34.1*,-0.9%
CC1CN2c3ccc([N+](=O)[O-])cc3CC3(C(=O)N(C)C(=O)N(C)C3=O)C2C(C)O1 (stereo unspecified),/,-2.6,0.6,-0.6,-1.7%,1.1,-20.7,-2.4,4.5%
CN1C(=O)N(C)C(=O)C2(Cc3cc([N+](=O)[O-])ccc3N(C)C2)C1=O,-4.5,-20.5,3.5,0.0,-8.0%,-5.8,-6.6,-9.1,2.9%
Cc1sc2nc(COC(=O)Cc3ccccc3)[nH]c(=O)c2c1C,-0.3,-4.9,2.7,0.9,-7.5%,-5.8,-0.8,3.2,0.1%
Cc1ccc(OCC(=O)NCCN2CCN(C(=O)COc3ccc(C)cc3)CC2)cc1,-2.5,2.2,1.9,-1.0,-7.6%,-6.5,-11.4,-5.1,0.9%
COc1ccc(OC)c(CN2CCN(C(=O)COc3cccc(C)c3)CC2)c1,-23.4,2.4,2.2,0.4,-15.0%,4.8,-1.6,4.2,4.5%
O=C1CSC2N1CCNC21CCCCC1 (stereo unspecified),13.3,-11.1,-1.1,0.6,-8.6%,-2.1,4.5,5.2,-1.5%
C#CC1(OC(=O)c2ccccc2)CC(C)N(C)CC1C (stereo unspecified),-6.1,-7.1,1.1,0.7,-5.4%,-5.2,2.0,-1.4,1.5%
CC(Oc1cc2oc(=O)c3c(c2cc1Cl)CCCC3)C(=O)NCc1ccccn1 (stereo unspecified),10.9,31.0,1.8,0.5,?,-3.9,-21.7,-0.3,0.0%
COCCN1C(=O)/C(=C/c2c(OC)cc(OC)cc2OC)C(=O)N(c2ccccc2)C1=O,4.1,7.6,3.3,-0.3,0.6%,-2.5,-1.4,-0.5,0.0%
O=C1CN(O)C(c2ccccc2)=c2cc(Cl)ccc2=N1,3.1,38.7,3.2,0.9,-19.8%,-2.0,4.0,-2.7,4.6%
CNC(C(=O)c1ccccc1)C(OC)c1ccccc1 (stereo unspecified),7.4,-1.4,4.6,-1.9,-9.0%,-3.9,-3.2,1.3,1.1%
C[C@]12CC(=O)CC1CCC1C2CC[C@@]2(C)C1CC[C@@H]2O (stereo partly specified),9.8,1.2,3.1,-1.1,6.5%,-1.2,15.2,0.4,0.3%
C=CCn1c(O)c(C(CC)=NC(C)c2ccccc2)c(=O)[nH]c1=O (stereo unspecified),23.3,-27.9,7.0,-1.0,-16.0%,-3.8,5.4,-2.2,4.3%

# In the list so far, these contain a thiophene ring, fused or not.
SMILES,D2 potentiator,D1 antag,D1 agonist,TRHR agonist,Apoferritin bind,D1 PAM,RXFP1 antag,TRHR PAM,RXFP1 agonist
N#Cc1c(/N=C/c2ccc(O)cc2O)sc2c1C1CCN2CC1,5.3,-21.9,34.3*,11.0,7.4%,-3.5,11.4,8.9,1.9%
Cc1sc2nc(COC(=O)Cc3ccccc3)[nH]c(=O)c2c1C,-0.3,-4.9,2.7,0.9,-7.5%,-5.8,-0.8,3.2,0.1%
